Compound activity (PubChem BioAssay)
TEAD-YAP inh – TEAD-YAP interaction inhibition. hit rate 1.4% among 640,000. inhibition, % at 9.12 µM. HEK-TIYL cells, TEAD-Gal4/YAP UAS-luciferase luminescence. AID 1259422; in the data active means inhibition above about 32%;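 further: 0% = median of test compound wells and 100% = reference inhibitor wells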
MITF inh – human MITF inhibition, primary screen; AlphaScreen MITF homodimerization, bead proximity signal; inhibition, % at 2.6 µM; hit rate 0.91% among 650,000; in the data active means inhibition above about 50%;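 further: 0% = vehicle wells with protein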
Target sequence (O75030 whole entry, looked up): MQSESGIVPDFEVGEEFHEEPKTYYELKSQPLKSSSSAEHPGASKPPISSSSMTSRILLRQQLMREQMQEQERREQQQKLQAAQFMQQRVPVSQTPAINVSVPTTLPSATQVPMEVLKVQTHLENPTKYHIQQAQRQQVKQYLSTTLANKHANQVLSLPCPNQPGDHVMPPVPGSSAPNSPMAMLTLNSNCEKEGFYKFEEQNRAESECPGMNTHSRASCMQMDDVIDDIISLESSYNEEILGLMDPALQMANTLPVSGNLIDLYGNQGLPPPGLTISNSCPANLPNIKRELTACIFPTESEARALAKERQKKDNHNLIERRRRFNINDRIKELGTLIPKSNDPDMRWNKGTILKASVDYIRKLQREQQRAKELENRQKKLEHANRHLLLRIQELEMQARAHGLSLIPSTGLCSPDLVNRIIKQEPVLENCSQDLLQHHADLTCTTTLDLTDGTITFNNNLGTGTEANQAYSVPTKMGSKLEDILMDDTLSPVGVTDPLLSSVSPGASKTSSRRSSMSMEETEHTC
GPR151 activ – human GPR151 activation. PathHunter beta-arrestin GPR151 cells, luminescence. Q8TDV0. activation, % at 11.2 µM. hit rate 1% among 650,000; in the data active means activation above about 4.9%;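 further: 0% = median of compound wells and 100% = cells with positive control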
Target sequence (Q8TDV0 whole entry, looked up): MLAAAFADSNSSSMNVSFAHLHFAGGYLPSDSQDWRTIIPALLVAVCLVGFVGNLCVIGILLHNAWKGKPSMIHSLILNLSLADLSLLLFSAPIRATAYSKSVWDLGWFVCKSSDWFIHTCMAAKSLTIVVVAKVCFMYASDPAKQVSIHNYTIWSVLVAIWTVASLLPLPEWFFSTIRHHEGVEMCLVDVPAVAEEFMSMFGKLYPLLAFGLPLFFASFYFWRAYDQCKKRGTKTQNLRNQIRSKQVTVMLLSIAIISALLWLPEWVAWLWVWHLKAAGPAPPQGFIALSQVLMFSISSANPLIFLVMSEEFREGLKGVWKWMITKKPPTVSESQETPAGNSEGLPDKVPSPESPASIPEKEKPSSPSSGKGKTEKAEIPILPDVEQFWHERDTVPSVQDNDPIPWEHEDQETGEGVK
FBW7 activator – human FBW7 E3 ligase activation, primary screen. AlphaScreen FBW7–phospho-cyclin E peptide binding, activator screen. hit rate 0.13% among 650,000. normalized activity (activation), % at 26.1 µM. AID 1259310; in the data active means normalized activity above about 1.9%;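 further: purified mutant Fbw7 with reduced substrate affinity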
Active calls of the source: *; & = joins results of further samples.

SMILES	TEAD-YAP inh	MITF inh	GPR151 activ	FBW7 activator
COc1ccc(COC(=O)C2=C(C)NC3=C(C(=O)CCC3)C2c2ccccc2C(F)(F)F)cc1 (stereo not drawn)	-3.2	-16.8	-0.7	0.0
COc1ccc(C(=O)NC2CC2)cc1OC1CCN(C2CCC2)CC1	-14.9	6.5	7.0*	0.0
CN(CCC(=O)O)Cc1cccc(Cl)c1	1.4	69.7*	1.1	0.7
CSc1cccc(NC(=O)COc2ccc(S(=O)(=O)Nc3ccccc3C)cc2)c1	0.0	17.9	-1.3	0.5
C=C(C)COc1ccc2c(c1)oc(=O)c1cc(OC)ccc12	-42.5	-2.6	1.2	-0.5
Cc1nc(SCC(=O)NC(C)(C)C)[nH]c(=O)c1C	-11.8	-10.3	0.1	-0.2
O=C(c1cc(-c2ccc(Cl)cc2)nc2ccccc12)N1CCOCC1	3.5	-2.8	0.5	0.0
CCOC(=O)c1c(C)n(C)c2ccc(OCC(O)CNCc3ccccc3)cc12 (stereo not drawn)	11.0	26.9	1.8	-0.3
COC(=O)CC1=C(C(=O)OC)C(c2ccc(C(=O)OC)cc2)C(C#N)=C(N)O1 (stereo not drawn)	7.4	-6.9	-0.7	-0.1
CCN(CC)c1ccc(C(=O)OCC(=O)NC(C)(C)C)cc1	0.8	-2.7	0.3	-0.1
COc1cc2ccccc2cc1C(=O)OCC#N	1.8	-4.0	4.0	0.1
O=C(Nc1ccc2c(c1)OCCO2)c1ccccc1Cl	-23.4	2.3	1.3	0.0
CCOc1cc(C=O)cc(I)c1OCc1ccc([N+](=O)[O-])cc1	-5.2	-1.9	-0.2	-0.5
O=C(COC(=O)c1ccc(Br)o1)NCCC1=CCCCC1	1.6	5.1	1.2	-0.1
O=C(COC(=O)CN1C(=O)C2CC=CCC2C1=O)Nc1nc(-c2ccc(F)cc2)cs1 (stereo not drawn)	-11.1	8.5	-3.0	0.1
COc1ccccc1-n1c(SCC(=O)N2CCN(c3ccccc3)CC2)nc2c(c1=O)SCC2	9.9	6.7	-0.3	0.1
CCOc1ccc(S(=O)(=O)NC(C)C)c2cccnc12	-13.1	-8.7	-1.3	-0.1
Cc1cc(NC(=O)CCN2C(=O)/C(=C\c3cccs3)SC2=S)no1	11.4	-0.1	0.7	0.0
Cc1cc(Cl)ccc1N1C(=O)CC(SCCC(=O)O)C1=O (stereo not drawn)	1.9	0.3	0.6	-0.1
NC(=O)C1CCN(C(=S)Nc2ccc(Oc3ccccc3)cc2)CC1	13.5	12.3	2.5	0.5

The closing 2 entries of the section above lead into the next.
SMILES	TEAD-YAP inh	MITF inh	GPR151 activ	FBW7 activator
Cc1cc(Cl)ccc1N1C(=O)CC(SCCC(=O)O)C1=O (stereo not drawn)	1.9	0.3	0.6	-0.1
NC(=O)C1CCN(C(=S)Nc2ccc(Oc3ccccc3)cc2)CC1	13.5	12.3	2.5	0.5
Cc1ccc(O)c(-c2cc(C(F)(F)F)on2)c1	1.8	-9.5	0.7	0.0
O=C(c1ccc([N+](=O)[O-])cc1)N1CCN(c2ccc(Cl)cc2)CC1	7.7	1.3	0.6	-0.4
COc1ccccc1-n1cc(CN2CCN3C(=O)[C@H]([C@@H](C)OCc4ccccc4)NC(=O)[C@H]3C2)cn1	7.2	16.4	2.7	0.3
CCCOC(=O)c1ccc(NC(=S)NC(=O)CCC)cc1	2.1	5.8	0.5	0.0
CN(C)S(=O)(=O)c1cccc(COC(=O)c2cc3ccccc3cc2O)c1	-2.8	-5.4	1.5	0.0
O=C(c1ccccc1)N1CCC(c2nc3ccccc3[nH]2)CC1	-4.4	12.9	0.3	0.0
COc1ccc(S(=O)(=O)N(CC(=O)NN)Cc2ccccc2)cc1	-1.5	-5.9	0.2	0.1
COc1ccccc1C1(CC(=O)N(C)CC2CCCCO2)CC(=O)N(C)C1=O (stereo not drawn)	-11.8	-2.7	-1.6	0.1
CN1C(=O)N(C)C2(c3ccccc3)Nn3c(s/c(=C4\C(=O)Nc5ccccc54)c3=O)=NC12c1ccccc1 (stereo not drawn)	-19.4	-13.3	0.3	-0.5
c1ccc(CCCN2CCc3nc4ccncc4cc3C2)cc1	2.0	46.8	-0.7	0.6
CC(=O)c1c(O)c(C)c(O)c2c1OC1=CC(=O)C(C(C)=O)C(=O)[C@@]12C (stereo partly drawn)	5.3&-9.4	14.6&12.1	0.1&-0.2	0.0&0.0
O=C(C1=C(Nc2ccccc2)C(=O)N(c2ccccc2)C1c1ccccc1[N+](=O)[O-])c1ccccc1 (stereo not drawn)	-0.6	3.9	-7.0	-0.2
COc1ccc(C(=O)N2CCCC(C(=O)Nc3ccc(-c4ccco4)cc3)C2)o1 (stereo not drawn)	-3.5	-4.1	0.1	-0.3
Cc1cc(N2CCOCC2)nc2ccc(NC(=O)/C=C/c3cccnc3)cc12	27.3	0.4	0.5	-0.4
CC1CCCCC1NS(=O)(=O)c1ccc(S(=O)(=O)N2CCCC2)cc1 (stereo not drawn)	2.0	17.5	-1.0	0.0
CCSc1nnc(NC(=O)c2c(C)noc2C)s1	-9.3	2.4	-0.3	-0.1
Cc1cc(OCC(O)CN)ccc1Cl (stereo not drawn)	-10.2	-3.5	-0.5	-0.1
O=C(C1CCOC1)N1CCC(c2[nH]ncc2Cc2ccccc2)CC1 (stereo not drawn)	-4.8	2.8	-0.2	0.0
COC(=O)c1ccccc1NC(=O)c1c(NC(=O)c2ccco2)sc2c1CCC(C(C)(C)C)C2 (stereo not drawn)	3.7	-6.7	0.7	-0.2
O=C(NNC1CC(=O)N(c2ccc(Oc3ccccc3)cc2)C1=O)c1ccc(F)cc1 (stereo not drawn)	-7.7	-21.9	-0.1	0.1
COc1ccc(NC(=O)NCc2ccc3c(c2)OCO3)cc1	2.2	11.9	-0.9	0.7
Cc1ccc(S(=O)(=O)NCC(=O)O)c(C)c1	1.6	3.4	0.8	0.0
O=C(C1=CCCC1)N1CCC(CO)(Cc2ccccc2C(F)(F)F)CC1	5.8	1.7	0.3	-0.1
CCCNC(=O)c1cnc(N2CCN(c3ccccn3)CC2)s1	-2.1	6.1	1.3	-0.1
CCc1ccc(NC(=O)C(=O)N/N=C/c2cc(OC)c(OC)c(OC)c2)cc1	-4.0	-4.1	4.6	0.0
O=C(Cc1ccc(Cl)c(Cl)c1)Nc1ccc2nc3n(c(=O)c2c1)CCCC3	8.1	15.8	0.6	-0.1
CCn1ccnc1CN1CCC2(CC1)c1ccccc1[C@@H](NC(=O)c1ccccc1)[C@@H]2O	3.0	8.7	-1.0	-0.2
Cc1c(C(=O)Nc2ccccc2F)sc2ncn(CC(=O)N3CCCCC3C)c(=O)c12 (stereo not drawn)	-9.9	5.0	0.4	1.6
COc1ccc(NS(=O)(=O)c2ccc(OC(F)(F)F)cc2)cc1S(N)(=O)=O	3.0	-2.1	-1.3	-0.1
O=C(OCc1ccc([N+](=O)[O-])cc1)c1cnccn1	15.5	17.1	-2.1	0.4
COc1ccc(-c2oc3ccc(C)cc3c(=O)c2O)cc1	-46.5	-0.6	-0.4	-0.1
CCN(CC)C(=O)C1CCCN(c2nc(N)c3[nH]cnc3n2)C1 (stereo not drawn)	-6.4	6.8	0.0	0.2
O=C(NCCc1c[nH]c2ccccc12)NC1CC(=O)N(c2ccc(Cl)cc2)C1 (stereo not drawn)	9.0	-15.5	2.4	-0.1
COc1ccc(N2C(=O)N(c3ccccc3C)C3CS(=O)(=O)CC32)cc1 (stereo not drawn)	6.6	1.5	-0.5	0.0
O=C(Nc1ccc2c(c1)C(=O)NC2=O)c1ccc(S(=O)(=O)N2CCCC2)cc1	-2.3	5.0	-0.2	0.1
COCCn1c(=NC(=O)Cc2ccccc2)sc2cc([N+](=O)[O-])ccc21	-0.4	8.2	-2.0	0.0
CC1CN(C(=S)NCc2ccc(Cl)cc2)CC(C)O1 (stereo not drawn)	-5.0	-11.2	-1.3	-0.2
O=c1nc(N2CCOCC2)ccn1-c1nc(-c2ccccc2)oc1-c1ccccc1	2.3	16.5	-1.2	0.1
COC(=O)CSc1nnc(C)n1-c1cccc(C#N)c1	-0.6	-13.8	0.2	-0.2
Cc1onc(-c2ccccc2)c1C(=O)NC(CC(=O)O)c1ccc(OC(C)C)cc1 (stereo not drawn)	5.2	6.2	0.3	1.0
O=C(CN(C1CCCCC1)S(=O)(=O)c1ccc(F)cc1)Nc1ccc(F)cc1	0.0	15.1	2.9	0.1
O=C(NCc1nc2ccncc2[nH]1)c1ccc2c(c1)OCCO2	-2.7	-9.7	0.7	0.0
COc1ccnc(N2CCC(N(Cc3cccnc3)C(=O)c3cccnc3)CC2)n1	9.1	18.2	-0.7	1.1
CCc1ccc(NC(=O)CSc2nc3cc(C(=O)NCc4ccco4)ccc3c(=O)n2Cc2ccco2)cc1	17.5	-14.7	0.5	-0.1
CC(=O)Nc1ccccc1NC(=O)COc1ccc(C)c(C)c1	-7.6	1.0	1.5	0.0
COC(=O)Cc1c(C)c2ccc(OCc3ccc([N+](=O)[O-])cc3)cc2oc1=O	2.4	-4.5	2.1	-0.1
O=C1c2ccccc2C(=O)N1c1ccccc1O	-5.6	-4.4	-1.6	-0.1
COc1cccc(NC(=O)C2C3C=CC4(O3)C2C(=O)N(CCN2CCCCC2)C4C(=O)NC2CCCCC2C)c1 (stereo not drawn)	-8.4	-4.4	0.4	-0.1
O=C(CSc1nc2ccccc2[nH]1)Nc1ccc(F)c([N+](=O)[O-])c1	9.8	9.6	0.1	-0.1
CCOC(=O)COc1ccc(C2NC(=O)NC(C)=C2C(C)=O)cc1OC (stereo not drawn)	-4.8	-6.0	-1.6	0.0
CCN1C(=O)/C(=C2/Sc3ccc(OC)cc3N2C)SC1=Nc1ccc(C(C)=O)cc1	-1.8	6.5	1.8	0.0
CCCCC(=O)NC(=S)Nc1ccc(F)cc1	-10.6	1.1	0.0	-0.1
Cc1nc2cc([N+](=O)[O-])ccc2n1CCO	9.9	-3.8	0.1	0.0
CC1CCc2c(sc(NC(=O)CCCOc3ccccc3)c2C#N)C1 (stereo not drawn)	-0.3	11.0	-0.5	0.8
CCN(CC(=O)NC1CCCCCC1)S(=O)(=O)c1ccc2ccccc2c1	1.8	-4.1	0.1	-0.1
N#CC1=C2SCN(Cc3ccco3)CN2C(=O)CC1c1ccccc1[N+](=O)[O-] (stereo not drawn)	1.3	3.0	1.4	-0.3
CON1C2CCCCC2N(OC)C2(O)c3ccccc3C(=O)C12O (stereo not drawn)	13.3	15.9	-0.9	0.5
Cc1cccn2c(=O)c3c(nc12)CCN(C(=O)Nc1ccc(F)cc1F)C3	-3.9	12.4	-1.0	0.0
Cn1c(=O)c(Cc2ccc(Cl)c([N+](=O)[O-])c2)nc2ccccc21	7.6	-6.3	-0.2	0.0
Cc1ccc(NC(=O)c2cccc([N+](=O)[O-])c2)cc1	-9.8	-0.6	-2.5	-0.2

Additional records follow.
SMILES	TEAD-YAP inh	MITF inh	GPR151 activ	FBW7 activator
COCC1CCCN1C(=O)c1cnc2sc3cc(OC)ccc3n2c1=O (stereo not drawn)	-2.6	4.0	-0.6	1.1
CCc1nn(CC(=O)N(C(C)C)C(C)C)c(=O)c2cc3sc(C)cc3n12	-5.6	19.0	-0.8	0.2
CCC(NS(=O)(=O)c1ccc(OC)cc1)C(=O)NCCCN1CCOCC1 (stereo not drawn)	8.2	-4.0	2.4	0.0
COc1ccccc1CC(=O)N[C@H](C)Cn1nnc2ccccc21	-3.8	-3.4	1.8	-0.1
CCN(CC)S(=O)(=O)c1ccc2oc(SCC(=O)c3cccs3)nc2c1	0.8	-6.6	1.7	0.0
O=C(COC(=O)CN1C(=O)C2CCCCC2C1=O)Nc1ccc(F)c(F)c1F (stereo not drawn)	9.5	12.2	0.1	0.1
O=[N+]([O-])c1ccc(Sc2cccc3cccnc23)c2ncccc12	-2.9	-2.4	-0.8	-0.1
COc1ccccc1C(=O)Nc1cccc(N2CCC(NCC3CCOCC3)CC2)c1	6.0	5.6	-0.7	-0.2
CCC(C)OC(=O)C1=C(C)NC(=O)CC1c1ccccc1Br (stereo not drawn)	-2.7	19.0	-1.8	0.3
COC(=O)C1=C(C)NC(=O)NC1c1cccc([N+](=O)[O-])c1 (stereo not drawn)	-0.4	3.2	0.3	0.4
CC1CC(C)CN(C(=O)c2ccc(S(=O)(=O)c3ccccc3)cc2)C1 (stereo not drawn)	-8.2	-6.5	-1.5	0.0

Structures from the list above with a Cl atom (10):
SMILES	TEAD-YAP inh	MITF inh	GPR151 activ	FBW7 activator
CN(CCC(=O)O)Cc1cccc(Cl)c1	1.4	69.7*	1.1	0.7
O=C(c1cc(-c2ccc(Cl)cc2)nc2ccccc12)N1CCOCC1	3.5	-2.8	0.5	0.0
O=C(Nc1ccc2c(c1)OCCO2)c1ccccc1Cl	-23.4	2.3	1.3	0.0
Cc1cc(Cl)ccc1N1C(=O)CC(SCCC(=O)O)C1=O (stereo not drawn)	1.9	0.3	0.6	-0.1
O=C(c1ccc([N+](=O)[O-])cc1)N1CCN(c2ccc(Cl)cc2)CC1	7.7	1.3	0.6	-0.4
Cc1cc(OCC(O)CN)ccc1Cl (stereo not drawn)	-10.2	-3.5	-0.5	-0.1
O=C(Cc1ccc(Cl)c(Cl)c1)Nc1ccc2nc3n(c(=O)c2c1)CCCC3	8.1	15.8	0.6	-0.1
O=C(NCCc1c[nH]c2ccccc12)NC1CC(=O)N(c2ccc(Cl)cc2)C1 (stereo not drawn)	9.0	-15.5	2.4	-0.1
CC1CN(C(=S)NCc2ccc(Cl)cc2)CC(C)O1 (stereo not drawn)	-5.0	-11.2	-1.3	-0.2
Cn1c(=O)c(Cc2ccc(Cl)c([N+](=O)[O-])c2)nc2ccccc21	7.6	-6.3	-0.2	0.0
